KDM5B inh: blocks human KDM5B histone demethylase activity | Q9UGL1 | KDM5B demethylase, FDH-coupled NADH fluorescence (FDH is formaldehyde dehydrogenase) | Potency, µM (doses to about 57.7 µM), without a hit: at the top dose activity change, negative = inhibition, hits mostly inhibitors | hit rate 2.6% among 220,000 | AID 1347165; active = well fitted inhibition curve with a large enough effect; inconclusive = small, poorly fitted or top-dose-only effect; inactive = no such curve, though single readings can be large or run the other way; also: 0% is about no effect; nearly all actives have a fitted effect of over 70% in size
Target sequence (Q9UGL1 whole entry, looked up): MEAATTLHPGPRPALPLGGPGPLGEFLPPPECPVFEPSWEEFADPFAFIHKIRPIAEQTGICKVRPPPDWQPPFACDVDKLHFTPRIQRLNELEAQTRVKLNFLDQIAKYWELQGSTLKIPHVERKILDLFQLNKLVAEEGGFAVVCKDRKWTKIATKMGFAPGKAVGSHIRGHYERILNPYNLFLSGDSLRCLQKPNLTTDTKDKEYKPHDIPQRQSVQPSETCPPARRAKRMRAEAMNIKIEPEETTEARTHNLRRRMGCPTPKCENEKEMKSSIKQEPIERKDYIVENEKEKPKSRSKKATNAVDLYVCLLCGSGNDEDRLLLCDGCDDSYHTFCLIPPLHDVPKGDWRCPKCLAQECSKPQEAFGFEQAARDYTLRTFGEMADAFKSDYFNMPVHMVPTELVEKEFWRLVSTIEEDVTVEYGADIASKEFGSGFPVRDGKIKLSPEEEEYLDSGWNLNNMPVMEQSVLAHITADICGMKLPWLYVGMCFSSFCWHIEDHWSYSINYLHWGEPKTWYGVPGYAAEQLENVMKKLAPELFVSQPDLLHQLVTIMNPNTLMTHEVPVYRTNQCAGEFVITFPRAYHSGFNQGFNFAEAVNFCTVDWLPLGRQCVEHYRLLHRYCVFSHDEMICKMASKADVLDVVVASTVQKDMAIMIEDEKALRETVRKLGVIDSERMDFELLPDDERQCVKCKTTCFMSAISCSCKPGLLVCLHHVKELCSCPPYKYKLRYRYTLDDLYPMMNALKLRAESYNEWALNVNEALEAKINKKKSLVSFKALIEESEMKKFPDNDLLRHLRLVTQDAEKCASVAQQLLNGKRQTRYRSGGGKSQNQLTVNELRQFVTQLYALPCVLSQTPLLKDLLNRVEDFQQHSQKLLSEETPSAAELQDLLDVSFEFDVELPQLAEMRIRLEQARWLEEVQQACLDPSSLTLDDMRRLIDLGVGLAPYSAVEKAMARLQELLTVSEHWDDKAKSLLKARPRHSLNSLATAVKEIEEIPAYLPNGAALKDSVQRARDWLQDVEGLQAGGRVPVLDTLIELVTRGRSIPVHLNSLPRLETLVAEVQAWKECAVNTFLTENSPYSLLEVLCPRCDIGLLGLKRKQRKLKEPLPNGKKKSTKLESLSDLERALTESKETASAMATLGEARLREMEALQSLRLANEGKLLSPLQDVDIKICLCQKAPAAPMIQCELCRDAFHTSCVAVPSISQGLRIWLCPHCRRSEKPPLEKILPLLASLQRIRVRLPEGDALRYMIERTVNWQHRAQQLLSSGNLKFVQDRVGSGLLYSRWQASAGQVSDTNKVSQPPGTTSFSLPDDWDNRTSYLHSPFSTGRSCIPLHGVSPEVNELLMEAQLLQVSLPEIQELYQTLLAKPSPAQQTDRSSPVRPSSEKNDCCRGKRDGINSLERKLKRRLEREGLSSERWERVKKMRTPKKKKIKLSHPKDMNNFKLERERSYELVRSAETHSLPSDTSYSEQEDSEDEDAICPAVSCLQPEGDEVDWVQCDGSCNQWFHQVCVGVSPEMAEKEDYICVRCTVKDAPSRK
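Inhibition is measured as reduced NADH fluorescence generation from FDH coupling to formaldehyde release. Truncated KDM5BΔAP at 200 nM final acts on H3K4me3 peptide (12.5 µM in substrate mix) in pH 7.5 HEPES buffer with Tween-20, 30 min, room temperature.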
* marks the source's active call; other numbers are inactive results; i = inactive; u = inconclusive; [ ] = remark or other dose. Potency is read from the fitted curve at half-maximal effect. An excerpt, so the mix of outcomes need not match the whole.

SMILES | KDM5B inh
COc1ccccc1C(=O)N1CCN(C(=O)c2oc3ccc(C)cc3c2C)CC1 | 9%
O=C1Nc2ccc(-c3ccc(Cl)cc3)cc2C(=O)N2CCN(C(=O)C3CCCCC3)C[C@H]12 | 25µM*
COC(=O)N1CCC2(CC1)C(=NC1CCCCC1)NC(=O)N2c1cccnc1 | 2%
CN(C)C(CNC(=O)c1nn(C)c(=O)c2ccccc12)c1cccs1 (stereo not drawn) | -10%
NC(=O)C1CCN([C@H]2[C@@H]3OC[C@@H](O3)[C@@H](NC(=O)Nc3cccc(C(F)(F)F)c3)[C@@H]2O)CC1 | 19%
CCn1c(=NC(=O)C2COc3ccccc3O2)sc2c(OC)ccc(OC)c21 (stereo not drawn) | u
CNC(=O)c1cc(S(=O)(=O)N[C@H]2[C@H]3CCO[C@H]3[C@@H]2N(C)C)cs1 | -6%
COc1ccccc1CCNC(=O)C(=O)NCC(c1ccco1)S(=O)(=O)c1ccc(F)cc1 (stereo not drawn) | 3%
CCOc1ccccc1NC(=O)Cn1ccn2nc3c(c2c1=O)CCCC3 | 1%
Brc1ccc(-c2csc(NC3CC3)n2)cc1 | 2%
COc1ccc(C2OC(=O)C(C)(C)C(=O)C2(C)C)cc1OC (stereo not drawn) | 26%
CCc1ncc(C(=O)N2CCCC(Cc3nc4ccccc4[nH]3)C2)cn1 (stereo not drawn) | -5%
CN1C(=O)[C@@H]2C[C@@H](O)CN2C2(CN(Cc3cccc(F)c3)C2)C1=O | 0%[86.2 µM]
Cc1ccc(CN2CCSc3ccc(C(=O)NCC(C)c4ccccc4)cc32)cc1 (stereo not drawn) | u
O=C(O)CCSc1sc(=S)sc1SCCC(=O)O | -15%
O=C(NCCSCc1cccs1)C1CCCC1 | 22%
COc1ccc(CN2CCC3(CC(C(C)C)=NO3)C2)cc1 (stereo not drawn) | u
CCc1cc(C(=O)NC(C)c2ccccc2)sc1C (stereo not drawn) | 20%
CNC(=O)c1nn(CC(=O)N(CCc2ccccc2)Cc2ccccc2)c(=O)c2ccccc12 | 6%
COCC1CN(C(C)=O)CC12CCN(C(=O)NCCc1ccccc1)CC2 (stereo not drawn) | -21%
CCc1nnc(SCc2cccc(Cl)c2)c2cc3sccc3n12 | u
CN(CC(=O)NC(=O)NC1CCCC1)Cc1ccc(C(=O)NCC(F)(F)F)cc1 | 21%
COc1cccc(CNC(=O)c2c(C)noc2-c2cccs2)c1 | u
COc1ccc(NC(=O)Nn2cnnc2)cc1OC | 4%
COCC[C@]1(O)CCN(C(=O)c2cccc(OC)c2C)C[C@H]1C | 23%
O=C(Nc1cccc(S(=O)(=O)N2CCCCC2)c1)C1=NN(c2ccccc2)C(=O)CC1 | u
Cc1ccccc1OCCN1C(=O)C(=O)c2cccc(C)c21 | -1%
Cc1ccc2[nH]c(CSc3nnc(NC(=O)c4ccc(Cl)cc4)s3)cc(=O)c2c1 | -14%
Cc1ccc(CNC(=O)N2CCCC2c2nc(CCOc3ccc(F)cc3)no2)cc1 (stereo not drawn) | 5%
O=C(c1ccccc1)c1ccccc1NC(=O)c1ccccc1C(=O)O | -2%
COc1ccccc1C(=O)N1CCC(n2cnnc2-c2ccccc2)C1 (stereo not drawn) | 28%
COc1cccc(NC(=O)C2CCN(S(=O)(=O)c3cccc4nonc34)CC2)c1 | 8%
COc1ccc(C(=O)C(C)OC(=O)c2cc(C)nc3ccccc23)cc1 (stereo not drawn) | -8%
COC(=O)c1sc2cccc(F)c2c1S(=O)(=O)N1CCN(c2cccc(C)c2C)CC1 | -5%
CCNC(=O)O[C@@H]1CO[C@H]2[C@@H]1OC[C@@H]2NCC1CCCCC1 | -20%[86.2 µM]
CC(CCc1ccccc1)NC(=O)CC[C@H]1NC(=O)c2ccccc2NC1=O (stereo partly drawn) | 26%
O=C(CN1C(=O)c2ccccc2S1(=O)=O)NCc1ccc(F)cc1 | 7%
COc1ccccc1C(=O)N1CCCN(C)c2ccccc21 | -27%
O=C(C1CCCC1)N1CCC(n2cc(-c3nc(-c4ccccc4)no3)nn2)CC1 | 18%
CC(C)(C)c1ccc(O)c(NC(=O)Cc2n[nH]c(=O)c3ccccc23)c1 | 15%
O=C(c1cccs1)N1CC(Oc2cccc(-c3nc(-c4ccccc4)no3)c2)C1 | -33%
COc1ccc(CNC(=O)c2cc3c(=O)n(Cc4ccc(OC)cc4)ccc3nc2C)cc1 | u
CN(C)Cc1ccc2c(c1)c(OC(C)(C)C(=O)NCCN1CCOCC1)nn2Cc1ccccc1 | 22µM*
CCC(=O)N(C1CCOCC1)C1CCN(S(=O)(=O)c2cc(C)ccc2C)CC1 | 19%
Cc1noc(-c2cn(C3CCN(C(=O)Cc4ccc(Cl)cc4)CC3)nn2)n1 | -17%
CCn1nc(C)c(CNC(=O)C2CCC(=O)N(Cc3cccc(F)c3)C2)c1C (stereo not drawn) | 6%
CC1CCN(S(=O)(=O)c2ccc3c(ccc(=O)n3CC(=O)Nc3cccc(F)c3)c2)CC1 | -16%
COc1cccc2c1OCC(C(=O)NCCc1ncccc1C)C2 (stereo not drawn) | -1%
CCN(Cc1ccc(Cl)s1)C(=O)c1cnc(C)cn1 | 10%
COCCCNC(=O)CSc1nc(-c2ccccc2)[nH]c1-c1ccc(C)cc1 | 3%
COC(=O)CNC(=O)N1[C@@H]2CC[C@H]1CC(NC(=O)c1ccc(F)cc1)C2 (stereo partly drawn) | 25%
CCCCN1CCc2nc(N3CCN(C)CC3)ncc2C1 | u
CC(C)C[C@@H]1N[C@H](C(=O)O)Cc2cn(CC3CCC3)c3cccc1c23 | 32µM*
CCn1nccc1C(=O)N1C[C@@H]2CCCN3CCC[C@@H]([C@H]23)[C@H]1CCCC(=O)NC | 10%
O=C(NCc1nnc2n1C(C(=O)O)CC2)c1ccccc1 (stereo not drawn) | 100µM*
CCc1noc(-c2cn(C3CCCN(C(=O)c4ccc(OC)c(F)c4)C3)nn2)n1 (stereo not drawn) | 4%
CC1=C(OS(=O)(=O)c2ccc(C)cc2)C(C)(C)C(c2ccccc2)OC1=O (stereo not drawn) | -4%
COC(=O)c1ccc(C2NC(=O)NC(C)=C2C(=O)N2CCOCC2)cc1 (stereo not drawn) | 8%
O=C(Nc1cccc(F)c1)N1CCCC2(C1)Nc1cccnc1NC2=NCc1ccccc1 (stereo not drawn) | u
Cc1nc(Oc2ccccc2)c2c3c(sc2n1)CCCC3 | 9%
Remaining list, next part:
SMILES | KDM5B inh
Cc1ccc(NC(=O)Cn2cccc2-c2nc(-c3ccc(F)cc3)no2)cc1F | 13%
CCc1cc(=O)n(CC(=O)Nc2ccc(N(C)C)cc2)c(-c2ccccc2)n1 | -3%
CC(C)NC(=O)C1CCN(C(=O)c2cc(-c3ccccc3)nc3ccccc23)CC1 | 7%
CC(=O)c1ccc(NC(=O)Cn2ccc3ccc(Cl)cc32)cc1 | 5%
CC(/C=N/NC(=O)C1CC1c1ccc(C(C)(C)C)cc1)c1ccccc1 (stereo not drawn) | 10%
Cc1ccc(CN2CC(C(=O)N(C)CC(=O)Nc3ccc(Br)cc3C)CC2=O)cc1 (stereo not drawn) | 13%
COc1cc(NC(=O)c2nc(-c3ccc(Cl)cc3)n3c2CCCCC3)cc(OC)c1OC | 11%[11.5 µM]
COc1ccc(NC(=O)[C@@H]2C[C@@H](c3cccc(C(F)(F)F)c3)N(CC3CCOCC3)C2)cc1 | u
COc1ccc(N(C)C(=O)CCn2cnc3onc(-c4ccc(F)cc4)c3c2=O)c(OC)c1 | -5%
Cc1ccc(C)c(Nc2nc3c(S(=O)(=O)c4ccc(C(C)C)cc4)nnn3c3ccsc23)c1 | u
COc1ccc(C(=O)N2CCN(C(=O)c3nnn4c3COC(c3ccc(Cl)cc3)C4)CC2)c(C)c1 (stereo not drawn) | -11%
CCOC(=O)N1CCN(C(=O)c2cc3occc3n2Cc2ccccc2Cl)CC1 | u
CCc1ccc(NS(=O)(=O)c2ccc3[nH]cc(C(=O)N4CCCCCC4)c(=O)c3c2)cc1 | -2%
O=C(CC[C@@H]1CNC(=O)[C@@H]2C[C@H](NC(=O)c3cccc(F)c3)CN12)NC1CC1 | u
O=C1C2=C(Nc3ccccc3SC2c2ccc(O)cc2)c2ccccc21 (stereo not drawn) | u
CCCN1CCN(CC2=C(C(=O)OCC)C(c3ccc(Cl)cc3)NC(=O)N2)CC1 (stereo not drawn) | -10%
Cc1nnnn1-c1cccc(C(=O)Nc2ccc3c(c2)C(=O)N2CCC[C@H]2C(=O)N3)c1 | -11%
CC(C)(C)OC(=O)N[C@@H](Cc1ccccc1)C(=O)N1CCC(C(=O)NCC(=O)O)CC1 | -7%
COc1ccc2c(C)c(CC(=O)NCc3ccco3)c(=O)oc2c1 | i
CCOC(=O)c1c(C)[nH]c(CCC(=O)Nc2cc(C)cc(C)c2)c1C | -88%
CCNC(=O)c1nnc(C(=O)Nc2cccc(Cl)c2)s1 | -19%
Cc1ccc(COc2ccc3ccccc3c2CNCC(O)c2ccccc2)cc1 (stereo not drawn) | -4%
COCCOc1ccc2c(n1)CCN(C(=O)c1sccc1C)C2 | -34%
COc1cc(CN(C(=O)COc2ccc(Br)cc2)c2ccccn2)cc(OC)c1OC | -21%
Cc1ccccc1CN1CCC2OCCN(CCc3ccccc3)C(=O)C2C1 (stereo not drawn) | -20%[86.2 µM]
O=C(Nc1ccc(Br)cc1)Nn1cnnc1 | 3%
O=C(Nc1ccc2c(c1)OCCO2)[C@H]1CN(Cc2ccccc2)C[C@H]1C(=O)O | -19%
O=C(Nc1ccc(F)c(Cl)c1)C1CCN(C(=O)c2ccc(F)cc2)CC1 | 9%
CC(C(=O)Nc1cc(Cl)cc(Cl)c1)N1CCN(c2ccc(O)cc2)CC1 (stereo not drawn) | u
Cc1cnc(-c2ccncc2)n1C1CCN(C(=O)Cc2ccccc2)CC1 | -6%
Cc1ccc(NC(=O)CN2c3ccc(S(N)(=O)=O)cc3CC2C)cc1 (stereo not drawn) | 11%
Cc1ccccc1OCC(=O)Nc1sc2c(c1C(=O)OC(C)C)CCCC2 | -7%[11.5 µM]
COc1ccc(CN(C)c2ccc(-c3nc(C)no3)cc2[N+](=O)[O-])cc1 | -27%
COCCc1nc(CNC(=O)C2CCCN(C(=O)N(C)C)C2)no1 (stereo not drawn) | 19%
CCOC(=O)c1ccc(NC(=O)C2CC(=O)NC(N3CCN(c4ccccc4)CC3)=N2)cc1 (stereo not drawn) | 13%
CCN1CCN(c2oc(COc3ccc(F)cc3)nc2C#N)CC1 | -1%

As a short view, part of the list above:
SMILES | KDM5B inh
Cc1nnnn1-c1cccc(C(=O)Nc2ccc3c(c2)C(=O)N2CCC[C@H]2C(=O)N3)c1 | -11%
CC(C)(C)OC(=O)N[C@@H](Cc1ccccc1)C(=O)N1CCC(C(=O)NCC(=O)O)CC1 | -7%
COc1ccc2c(C)c(CC(=O)NCc3ccco3)c(=O)oc2c1 | i
CCOC(=O)c1c(C)[nH]c(CCC(=O)Nc2cc(C)cc(C)c2)c1C | -88%
CCNC(=O)c1nnc(C(=O)Nc2cccc(Cl)c2)s1 | -19%
Cc1ccc(COc2ccc3ccccc3c2CNCC(O)c2ccccc2)cc1 (stereo not drawn) | -4%
COCCOc1ccc2c(n1)CCN(C(=O)c1sccc1C)C2 | -34%
COc1cc(CN(C(=O)COc2ccc(Br)cc2)c2ccccn2)cc(OC)c1OC | -21%
Cc1ccccc1CN1CCC2OCCN(CCc3ccccc3)C(=O)C2C1 (stereo not drawn) | -20%[86.2 µM]
O=C(Nc1ccc(Br)cc1)Nn1cnnc1 | 3%
O=C(Nc1ccc2c(c1)OCCO2)[C@H]1CN(Cc2ccccc2)C[C@H]1C(=O)O | -19%
O=C(Nc1ccc(F)c(Cl)c1)C1CCN(C(=O)c2ccc(F)cc2)CC1 | 9%
CC(C(=O)Nc1cc(Cl)cc(Cl)c1)N1CCN(c2ccc(O)cc2)CC1 (stereo not drawn) | u
Cc1cnc(-c2ccncc2)n1C1CCN(C(=O)Cc2ccccc2)CC1 | -6%
Cc1ccc(NC(=O)CN2c3ccc(S(N)(=O)=O)cc3CC2C)cc1 (stereo not drawn) | 11%
Cc1ccccc1OCC(=O)Nc1sc2c(c1C(=O)OC(C)C)CCCC2 | -7%[11.5 µM]
COc1ccc(CN(C)c2ccc(-c3nc(C)no3)cc2[N+](=O)[O-])cc1 | -27%
COCCc1nc(CNC(=O)C2CCCN(C(=O)N(C)C)C2)no1 (stereo not drawn) | 19%
CCOC(=O)c1ccc(NC(=O)C2CC(=O)NC(N3CCN(c4ccccc4)CC3)=N2)cc1 (stereo not drawn) | 13%

The list continues.
SMILES | KDM5B inh
Cc1cccc(NC(=O)Cn2nc(-c3cccc([N+](=O)[O-])c3)c3ccccc3c2=O)c1 | -8%
COC1CN(c2ccc(C)cc2)C12CCN(C(=O)CC(C)C)CC2 (stereo not drawn) | 1%
CCN(CC(=O)Nc1ccc2c(c1)OCCO2)C(=O)/C=C/c1cccc(C(F)(F)F)c1 | 11%
CC(O)c1cccc(Oc2ncnc3sc(-c4ccccc4)cc23)c1 (stereo not drawn) | u
COc1ccc2cnn(CC(=O)Nc3ccc(Cl)cc3Cl)c(=O)c2c1OC | -3%
CCCNC(=O)c1ccccc1SCc1c(C)noc1C | 36%[activator]
CNC(=O)NC[C@H]1CCN(Cc2ccccc2)C[C@H]1N(C)C | u
COCCNC(=O)[C@H]1C[C@H](Oc2cccnc2)CN1S(=O)(=O)c1cccc(OC)c1 | 7%
Cc1c(Cl)cccc1NC(=O)CCC(=O)c1cccs1 | 10%
COc1ccc(CC(=O)NCC(c2cccs2)S(=O)(=O)c2ccc(F)cc2)cc1 (stereo not drawn) | -7%
CCOc1ccccc1NC(=O)C(=O)c1c[nH]c2ccccc12 | -1%
COC(=O)c1[nH]c2ccccc2c1NC(=O)c1c(F)cccc1F | u
O=C(Cn1nc(C(=O)O)c2ccccc2c1=O)Nc1ccc(F)c(F)c1F | -3%
Cc1cc(C(=O)Cn2c(Cl)nc3c2c(=O)n(C)c(=O)n3C)c(C)n1C | 10%
